Compound activity as filed in PubChem BioAssay.
Nrf2 block: Nrf2 pathway inhibition; A549 ARE-Fluc reporter, luciferase luminescence, 18-24 h; Potency, µM (series often up to 46 µM), for the others: at the highest dose activity change, negative = inhibition, most hits filed as inhibitors; actives 2.1% (n = 360,000); AID 504444; note: potency is the fitted concentration of half-maximal effect; % is set by controls: 0 for no effect and ±100 for the full control effect; nearly all actives have a fitted effect of over 60% in size
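Reporter: ARE-Fluc in A549. Exposure: 18-24 h, 37 °C, 5% CO2, 5% FBS OPTI-MEM. Readouts: fluorescent cytotoxicity (CellTiter-Fluor), then luminescent Nrf2 signal after BugLite.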
ATXN viability: reduces viability in counter-screen for ATXN expression inhibitors | S2 cells (HEK-293 line with an ATXN2-luciferase reporter) viability, CellTiter-Fluor protease fluorescence, 24 h | Potency, µM (doses to about 56.7 µM), actives largely listed as cytotoxic | actives 0.49% (n = 400,000) | AID 651635; note: potency is the fitted concentration of half-maximal effect; nearly all actives have a fitted effect of over 40% in size
Nrf2 ARE act: activates Nrf2 signaling; AREc32 ARE-luciferase reporter (MCF7-derived line), luminescence, 24 h; Potency, µM (doses to about 46.1 µM), for inactives: at the top dose activation, hits mostly activators; actives 0.31% (n = 410,000); note: potency is the fitted concentration of half-maximal effect; % of control where 0% means no effect; nearly all actives have a fitted effect of over 65% in size
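AREc32 cells carrying an ARE-driven firefly luciferase reporter were seeded at 1000 cells/well in OPTI-MEM with 5% FBS, then exposed to compound for 24 hr at 37 deg C. Luminescence was read with Steady-Glo after 30 min at RT.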
MmCpn inh: inhibitors of Methanococcus maripaludis chaperonin (MmCpn). purified Mm-Cpn ATPase, ADP Transcreener TR-FRET. Potency, µM (series often up to 76.9 µM), for the others: at the top dose activity, negative = inhibition, most hits filed as inhibitors. actives 0.031% (n = 330,000). AID 504842; note: potency is the fitted concentration of half-maximal effect; % is set by controls: 0 for no effect and ±100 for the full control effect; nearly all actives have a fitted effect of over 80% in size
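25 nM Mm-CPN + cpd, 10 min 37°C; + 10 uM ATP, 30 min 37°C; buffer 30 mM Tris pH 7.4, 100 mM KCl, 5 mM MgCl2, 1 mM DTT; Transcreener ADP HTRF detection 30 min RT.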
HepG2 tox: HepG2 cytotoxicity, counter-screen for TGF-b inhibitors; HepG2 CAGA-GFP viability, ATP luminescence, 18 h; Potency, µM (titrated, usually from 46.1 µM), for inactives: at the top dose activity change, negative = cytotoxicity, most hits filed as cytotoxic; actives 0.76% (n = 410,000); note: potency is the fitted concentration of half-maximal effect; some results filed as inactive show a strong effect at the top dose
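HepG2 CAGA-GFP cells (1000/well, DMEM with 1% FBS) received compound, then TGF-beta at 500 pg/mL final, and were incubated 18 hours at 37 degrees C. Viability was read by CellTiter-Glo luminescence. Media-only wells were set as complete cell-killing and DMSO as no toxicity.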
A549 tox: counter-screen for Nrf2 inhibitors: cytotoxicity in A549 cells; Potency, µM (titrated, usually from 46 µM), for inactives: at the top dose activity change, negative = cytotoxicity, most hits filed as inhibitors; A549 ARE-Fluc cells, CellTiter-Fluor viability, 18-24 h; actives 0.16% (n = 390,000); note: potency is the fitted concentration of half-maximal effect; % is set by controls: 0 for no effect and ±100 for the full control effect
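Cytotoxicity counterscreen: CellTiter-Fluor fluorescence was measured in A549 ARE_Fluc cells after 18-24 h of compound exposure in a concentration series. The subsequent BugLite luminescent read reports ARE-luciferase activity.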
CCT chaperon mod: changes cytosolic chaperonin activity. purified chaperonin ATPase assay, HTRF ADP detection, 30 min. activity change, % (concentration not given with the values), hits read low. actives 0.3% (n = 360,000). AID 651819; in the data active = activity change below about -30%; note: % is set by controls: 0 for no effect and ±100 for the full control effect
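Nucleotide hydrolysis assay: TRiC at 20–40 nM final (set by batch activity) with 10 uM ATP, 30 min at 37 °C, in presence of 76 uM compound. Detection by competitive ADP HTRF, 30 min ambient.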
pAkt inh: blocks phosphorylation of Akt. Neuro2A IGF-stimulated pAkt S473 HTRF, 20 min; stronger effect = lower value. activity change, % for hits at 50 µM. actives 0.32% (n = 360,000); in the data active = activity change below about -80%; inconclusive = mostly about -51% to -80%; note: % is set by controls: 0 for no effect and ±100 for the full control effect
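Neuro2A cells (4,500/well, DMEM with 0.5% FBS) were treated with compound at a single 50 µM final concentration, stimulated with 6 nM IGF for 20 min at 37 °C, and lysed. Phospho-Akt Ser473 was read by HTRF as 665/615 ratio ×10^4.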
TGFb inhibitor: inhibitors of TGF-b signaling. HepG2 CAGA-GFP TGF-b/SMAD3 reporter, GFP fluorescence, 18 h; TGF-beta stimulated, 500 pg/mL final. Potency, µM (top dose mostly 46.1 µM), for inactives: top-dose activity, negative = inhibition, most hits filed as inhibitors. actives 1.2% (n = 410,000). AID 588855; note: potency is the fitted concentration of half-maximal effect; % is set by controls: 0 for no effect and ±100 for the full control effect; nearly all actives have a fitted effect of over 65% in size
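HEPG2 CAGA-GFP reporter cells (1000/well, DMEM with 1% FBS) received compounds, then recombinant TGF-beta at 500 pg/mL final for 18 hours at 37 degrees C. Per-cell GFP summed per well was normalised to unstimulated and stimulated DMSO controls before curve fitting.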
* marks the source's active call; other numbers are inactive results; i = inactive; ? = inconclusive; . = no result given; [ ] = remark or other dose. Unless noted, calls come from the whole dose curve; as a rule, active = well fitted curve in the direction sought with a large enough effect; inconclusive = small, poorly fitted or top-dose-only effect, or another doubt; inactive = no such curve, though single readings can be large; an effect the other way counts as inactive or inconclusive.

The first two compounds as a preview:
Results follow in this order: Nrf2 block	ATXN viability	Nrf2 ARE act	MmCpn inh	HepG2 tox	A549 tox	CCT chaperon mod	pAkt inh	TGFb inhibitor
> O=C(COC(=O)CCCSc1nc2ccccc2[nH]1)Nc1ccc(Oc2ccccc2)cc1
 : ?	i	-0.4%	-2%	-14%	0%	3.8	i	-4%
> CC1(c2ccc3ccccc3c2)NC(=O)N(CC(=O)N2CCN(Cc3ccccc3)CC2)C1=O (configuration not stated)
 : 1.3µM*	i	2.7%	2%	-11%	?	1.1	i	?

The listing, previewed entries included:
Results follow in this order: Nrf2 block	ATXN viability	Nrf2 ARE act	MmCpn inh	HepG2 tox	A549 tox	CCT chaperon mod	pAkt inh	TGFb inhibitor
> O=C(COC(=O)CCCSc1nc2ccccc2[nH]1)Nc1ccc(Oc2ccccc2)cc1
 : ?	i	-0.4%	-2%	-14%	0%	3.8	i	-4%
> CC1(c2ccc3ccccc3c2)NC(=O)N(CC(=O)N2CCN(Cc3ccccc3)CC2)C1=O (configuration not stated)
 : 1.3µM*	i	2.7%	2%	-11%	?	1.1	i	?
> COC(=O)c1ccccc1NC(=O)CSc1cc(-c2ccccc2)nc(C)n1
 : -4%	.	3.0%	.	3%	3%	.	.	?
> Cc1cnc(C2OCCO2)c2cccc(N)c12
 : .	i	0.6%	.	-3%	.	-0.6	i	-2%
> CC1CCCC(C)N1/N=C/c1cccc([N+](=O)[O-])c1 (configuration not stated)
 : 3%	i	2.3%	-1%	0%	0%	1.2	i	-12%
> CCOC(=O)C1=C(CNCCc2ccc(Cl)cc2)NC(=O)NC1c1cccc([N+](=O)[O-])c1 (configuration not stated)
 : ?	i	3.2%	3%	6%	-15%	0.7	i	?
> CCOc1ccc(-n2c(=S)sc3c(=O)n(-c4ccc(F)cc4)c(SCC(=O)O)nc32)cc1
 : 8%	i	-0.4%	-1%	-15%	-11%	1.0	i	-13%
> COc1ccc(CNC(=O)CN(C(=O)c2csnn2)c2ccccc2F)cc1
 : ?	i	0.4%	2%	-3%	-3%	0.0	i	2%
> COc1ccc(OCC(=O)OC(C)CN2CCOCC2)cc1 (configuration not stated)
 : 3%	?	0.2%	0%	-9%	-2%	-1.6	i	0%
> Cc1ccc(NC(=S)N2CCC(N(C)CC3CCCO3)CC2)cc1C (configuration not stated)
 : -2%	i	1.8%	?	3%	3%	-23	i	-1%
> CC(=O)N(c1ccc2oc(=O)sc2c1)S(=O)(=O)c1ccc(C(=O)O)cc1
 : -28%	i	-0.7%	-1%	9%	-6%	0.0	i	10%
> CCOC(=O)C1(C)CCCN(C(=O)c2ccccc2C(F)(F)F)C1 (configuration not stated)
 : .	i	-0.4%[9.22 µM]	.	-2%	.	-1.8	i	2%
> Cc1ccc(NC(=O)Cn2c(SCc3ccc(F)cc3)nc3cccnc32)cc1F
 : ?	.	6.7%	.	-7%	1%	.	.	-4%
> CCCCN1C(=O)C(NC(=O)c2cccnc2)(C(F)(F)F)C2=C1CC(C)(C)CC2=O (configuration not stated)
 : 9%	i	0.1%	0%	1%	2%	-0.2	i	2%
> Cc1cc(NC(=O)c2cc(-c3ccncc3)nc3c(C)cccc23)no1
 : 2%	i	0.1%	1%	-19%	0%	-0.2	i	2%
> CCOc1ccc(NC(=O)COc2ccc(S(=O)(=O)N3CCOCC3)cc2)cc1
 : ?	i	0.5%	2%	-6%	0%	0.8	i	8%
> COc1ccc(C(=O)Nc2nnc([C@@H]3C[C@H](O)[C@@H](CO)O3)s2)cc1
 : .	i	1.8%	.	9%	.	0.3	i	-2%
> Cc1ccc(S(=O)(=O)N2CCCC2C(=O)OCc2nc3ccccc3s2)cc1 (configuration not stated)
 : 17%	i	3.0%	1%	-5%	-2%	-4.0	i	12%
> CCOC(=O)c1nn(-c2ccccc2)c2nnc(Cc3ccc(C)cc3)c(=O)n12
 : 1%	i	-0.4%	0%	4%	-2%	-0.9	i	-8%
> Cc1ccc(OCc2cc(C(=O)NC3CCCCC3)no2)cn1
 : 0%	i	-0.6%	0%	-15%	0%	1.2	i	-13%
> CCc1ccc(N(C(=O)c2snc(C(N)=O)c2N)C(C(=O)NC2CCCC2)c2ccncc2)cc1 (configuration not stated)
 : -10%	.	7.4%	2%	8%	-14%	-4.4	i	9%
> Cc1ccc(N2CCN(S(=O)(=O)c3nnc(NC(=O)c4ccc(C(C)C)cc4)s3)CC2)cc1
 : ?	i	0.5%	.	1%	2%	.	.	-2%
> CCN1CCc2c(sc(NC(=S)NC(=O)c3ccccc3)c2C#N)C1
 : 30%	i	9.8%	-1%	-13%	?	-4.2	i	-7%
> CCc1ccc(CNC(=O)COc2cc(=O)n(CC)c3ccccc23)cc1
 : -14%	i	2.8%	.	-25%	1%	.	.	?
> CNC(=S)NNC(=O)c1cc(-c2cccnc2)nc2ccccc12
 : -19%	i	-2.4%	-2%	-13%	1%	0.3	i	-11%
> O=C(NCCS(=O)(=O)N1CCN(c2cccc(Cl)c2)CC1)C1CCCC1
 : -2%	i	-0.7%	0%	4%	-2%	0.6	i	23%
> OC(CN1CCN(c2ccc(C(F)(F)F)cn2)CC1)c1ccccc1 (configuration not stated)
 : -29%	i	0.6%	1%	-23%	0%	-3.7	i	-4%
> C#CCOCCOCCOCCNc1nc(N2CCN(C(=O)[C@H](CCCCN)n3cc([C@@H](N)C(C)CC)nn3)CC2)nc(N2CCN(C(=O)[C@H](Cc3ccc(O)cc3)n3cc([C@@H](N)CC(C)C)nn3)CC2)n1 (some centres not stated)
 : 5%	i	-1.1%	.	1%	-4%	1.4	i	?
> O=C(Nc1cc(Cl)cc(Cl)c1)C1CCCC1
 : -2%	i	-0.3%	0%	-18%	9%	-2.5	i	-5%
> Cc1ccc(C(=O)Oc2oc(-c3ccccc3)nc2C=Nc2ccc(N(C)C)cc2)cc1
 : 8%	i	-0.3%[9.22 µM]	-9%	11%	0%	1.0	i	12%
> CCn1c(COc2cccc(OC)c2)nnc1SCC(=O)N1CCOCC1
 : .	i	-0.2%	2%	-1%	-2%	-0.4	i	9%
> Cc1[nH]n(-c2ccccc2)c(=S)c1C=NCCCN=Cc1c(C)[nH]n(-c2ccccc2)c1=S
 : -4%	?	14%	-2%	-40%	0%	0.9	i	0.56µM*
> CC(C)(C)c1ccc(OCC(=O)N/N=C/c2ccc(N3CCOCC3)cc2)cc1
 : -21%	i	-0.3%	-1%	-32%	-2%	-0.2	i	-4%
> COc1cc(CN2CCC(n3nccc3NC(=O)CCCc3ccccc3)CC2)ccc1F
 : ?	?	-0.4%	0%	1%	7%	1.8	i	?
> COc1ccccc1CCNC(=O)C1CCCO1 (configuration not stated)
 : 8%	i	0.0%	1%	11%	5%	0.2	i	-3%
> CC(=O)c1cc(CN2CCC(N3CCC(C(=O)N4CCCC4)CC3)CC2)cs1
 : 19%	i	0.1%	-14%	7%	10%	2.3	i	5%
> Cc1nn(C)c2c1c(C(F)(F)F)cc(=O)n2Cc1ccc(Br)cc1F
 : -28%	i	7.2%	.	-27%	12%	.	.	8%
> CC(=O)c1ccc(NC(=O)COC(=O)Cn2cnc3ccccc32)cc1
 : 5%	i	0.0%	-1%	-2%	-2%	-0.3	i	?
> Cc1nnc(NC(=O)c2ccc3ccccc3c2)o1
 : -9%	i	2.5%	0%	-14%	-4%	-1.3	i	0%
> Cc1ccc(C)c(OCC(O)CN2CCC(C)CC2)c1C (configuration not stated)
 : -7%	i	0.8%	-1%	-24%	-5%	-0.2	i	11%
> NC(=O)C1(N2CCCCC2)CCN(C(=O)c2cccs2)CC1
 : 7%	i	-0.8%	-1%	3%	-8%	2.0	i	10%
> CN(C)S(=O)(=O)Nc1cccc(-c2cn3c(n2)SCC3)c1
 : -1%	i	-0.2%	1%	-1%	6%	-21	i	-4%
> Cc1sc2nc(C3CC3)nc(SCC(=O)N3CC(=O)Nc4ccccc43)c2c1C
 : 7.3µM*	i	1.5%	0%	-57%	-20%	-2.4	i	-2%
> COc1ccc(CCNC(=O)c2cccs2)cc1
 : -9%	i	-0.3%	2%	-14%	8%	-0.6	i	-1%
> CCSc1nc(-c2ccc(OC)cc2)ccc1C#N
 : 13%	i	7.0%	-19%	-44%	-5%	0.4	i	-1%
> O=C(CSc1nnc(NC(=O)C2CC2)s1)Nc1cccc(F)c1
 : -27%	i	-0.5%	-11%	-12%	-5%	-6.4	i	12%
> COc1ccc(-c2noc(CCCC(=O)NC3CCCCC3)n2)cc1
 : 21µM*	i	-0.8%	0%	1%	-20%	-0.7	i	-4%
> CCC(C)[C@H](NC(=O)[C@@H]1Cc2ccccc2CN1)C(=O)Nc1ccc2c(c1)OCO2 (some centres not stated)
 : 10%	i	3.2%	1%	-15%	0%	1.5	i	6%
> COC(=O)c1ccc(NC(=O)CCCC(=O)OCC(=O)c2ccc(Cl)cc2)cc1
 : 1%	i	3.0%	.	-6%	-3%	.	.	0%
> COc1ccc(CCNS(=O)(=O)c2ccc(Br)cc2)cc1
 : -17%	i	0.0%	1%	-7%	8%	1.9	i	-2%
> CCOc1c(CNCCCSc2nc(C)cc(C)n2)cccc1OC
 : 0%	i	0.6%	0%	-20%	0%	-2.5	i	-10%
> Cc1cc2nc(-c3ccccc3)cc(=O)n2[nH]1
 : 11%	i	3.9%	0%	-3%	-1%	0.0	i	21%
